Screening results deposited in PubChem BioAssay by several laboratories.
EBV gp42 inh: Epstein-Barr virus gp42 inhibitors, primary screen, biochemical, uHTS, fluorescence polarization; Glycoprotein 42 (Epstein-Barr virus (strain AG876)), Q1HVG2; Fluorescence polarization binding assay, mP read-out; inhibition, % (tested at 21.74 µM); 220,000 tested, 0.42% active; in the data active means inhibition above about 50%
Rad51 HR inh: human RAD51 strand exchange inhibitors, primary screen, biochemical, fluorescence; inhibition, % at 10 µM; hRad51 DNA strand exchange, fluorescence dequenching; 200,000 tested, 0.085% active;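 active means inhibition above 40% at the single screening dose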;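 further: 0% = DMSO control wells and 100% = blanks with heterologous ssDNA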
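Test system: preformed human Rad51 ssDNA filaments. Compound dosing: single dose, 10 µM final compound. Incubation: filaments 15 min 37 °C, then compound 30 min. Technique: FRET fluorescence dequenching, excitation 485 nm, emission 520 nm. Read-out basis: percent inhibition from fluorescence, normalised to plate control and blank means. Benchmarks: plate controls and plate blanks.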
14-3-3 Bad PPI: inhibitors of 14-3-3 zeta/Bad binding, primary screen, biochemical, TR-FRET, bovine 14-3-3 zeta | TR-FRET 14-3-3zeta/Dy647-pBad peptide displacement, 1 h | inhibition, % at 21.7 µM | 220,000 tested, 0.71% active;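 active means inhibition above about 70%, limit read from the data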;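 further: 0% = full 14-3-3 plus peptide FRET controls and 100% = background without 14-3-3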
hK5 inh: human KLK5 protease inhibitors, primary screen, biochemical, 1536-well | Kallikrein-5 (Homo sapiens), Q9Y337 | recombinant hK5, fluorogenic AMC substrate cleavage | inhibition, % at 5 µM | 210,000 tested, 0.59% active | AID 873, 2007;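 active means inhibition of 40% or more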;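 further: 0% = enzyme controls without compound and 100% = no-enzyme blanks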
p47phox inh: p47phox/p22phox peptide binding inhibitors, primary screen, biochemical, uHTS, NADPH oxidase regulatory subunit; Neutrophil cytosol factor 1 (Homo sapiens), P14598; fluorescence polarization, 2 h; inhibition, % at 24.7 µM; 220,000 tested, 0.53% active; AID 1274, 2008;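 further: 0% = p47phox with labelled peptide and 100% = labelled peptide alone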
Target sequence (P14598 whole entry, looked up): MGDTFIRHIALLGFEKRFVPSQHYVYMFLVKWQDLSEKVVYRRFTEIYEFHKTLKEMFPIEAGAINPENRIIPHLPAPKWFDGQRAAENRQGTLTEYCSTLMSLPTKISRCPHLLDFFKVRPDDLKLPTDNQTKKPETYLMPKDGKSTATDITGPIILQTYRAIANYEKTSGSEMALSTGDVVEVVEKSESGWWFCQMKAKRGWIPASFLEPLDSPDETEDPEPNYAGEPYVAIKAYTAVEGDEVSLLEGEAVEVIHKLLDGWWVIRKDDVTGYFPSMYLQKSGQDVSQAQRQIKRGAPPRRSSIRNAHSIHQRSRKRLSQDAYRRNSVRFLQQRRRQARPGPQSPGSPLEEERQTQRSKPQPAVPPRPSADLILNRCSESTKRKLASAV
KCC2 mod: KCC2 cotransporter modulators, thallium flux, primary screen, cell-based, HEK293 KCC2, FluoZin-2 fluorescence, MLSMR; KCC2 cells, thallium flux FluoZin-2 fluorescence; Solute carrier family 12 member 5 (Homo sapiens), Q9H2X9; B-score of Tl+ flux slope (higher = more flux/activation; lower = inhibition) at 10 µM; 190,000 tested, 2.2% active; AID 1456, 2008;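 active means thallium flux slope and its plate-corrected score both differing from the plate sample mean at a set confidence after two filtering rounds, in either direction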;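 further: slope of fluorescence scaled to starting intensity during 10 to 20 s after thallium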
Thrombin inh: human alpha-thrombin inhibitors, primary screen, counter-screen for coagulation protease inhibitor project, biochemical, 1536-well, fluorogenic AMC substrate; Boc-VPR-AMC fluorogenic substrate cleavage; Prothrombin (Homo sapiens), P00734; AID 1046, 2008; 220,000 tested, 0.26% active; inhibition, % at 5 µM;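 active means inhibition at or above 40%; inactive means inhibition below 40%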;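 further: 0% = enzyme with no compound and 100% = wells without enzyme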
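Test system: human alpha-thrombin protein / Dosing: one concentration per compound, 5 µM, with 0.2% DMSO / Medium: pH 7.5 Tris-saline with Tween 20 / Benchmarks: no-compound enzyme wells and no-enzyme blanks / Read-out basis: percent inhibition of thrombin substrate cleavage / Timing: reaction at room temperature / Measured by: fluorescence, ex 355 nm, em 460 nm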
Furin inh: human furin inhibitors, primary screen, biochemical, fluorescence intensity. inhibition, % at 30 µM. purified furin, fluorogenic substrate cleavage. AID 463115, 2010. 220,000 tested, 0.061% active; in the data active means inhibition above about 25%; further: inactives centre near -15
Target sequence (P09958 108-714 limits assumed): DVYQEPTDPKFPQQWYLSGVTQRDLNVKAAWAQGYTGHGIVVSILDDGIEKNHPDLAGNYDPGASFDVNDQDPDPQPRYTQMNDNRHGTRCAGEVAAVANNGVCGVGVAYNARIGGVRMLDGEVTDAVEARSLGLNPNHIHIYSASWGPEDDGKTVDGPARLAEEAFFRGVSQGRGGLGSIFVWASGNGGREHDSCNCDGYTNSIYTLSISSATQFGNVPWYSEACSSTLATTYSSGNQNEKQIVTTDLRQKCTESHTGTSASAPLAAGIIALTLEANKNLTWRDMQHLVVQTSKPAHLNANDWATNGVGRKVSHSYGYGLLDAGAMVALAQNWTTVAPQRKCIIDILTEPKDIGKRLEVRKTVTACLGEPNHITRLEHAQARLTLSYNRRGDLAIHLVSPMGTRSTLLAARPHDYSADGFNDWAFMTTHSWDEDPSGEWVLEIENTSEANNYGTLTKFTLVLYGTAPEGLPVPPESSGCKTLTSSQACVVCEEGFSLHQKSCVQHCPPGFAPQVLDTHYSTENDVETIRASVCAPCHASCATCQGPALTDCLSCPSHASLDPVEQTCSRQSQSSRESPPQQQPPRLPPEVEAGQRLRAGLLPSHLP
eIF4E-4G inh: eIF4E–eIF4G protein interaction inhibitors, primary screen, biochemical, uHTS, TR-FRET, eIF4GI fragment. TR-FRET eIF4E-eIF4GI(517-606) binding, 2 h. inhibition, % at 21.7 µM. 220,000 tested, 0.37% active. Eukaryotic translation initiation factor 4E (Mus musculus) + Eukaryotic translation …;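 further: 0% = full FRET control wells and 100% = background wells lacking eIF4GI fragment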
An asterisk follows results filed as active; · = no result given; [ ] = remark or other dose.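 How the source made its calls, unless noted: active means inhibition above about 30% (limit read from the data); inactive means the rest.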

SMILES	EBV gp42 inh	Rad51 HR inh	14-3-3 Bad PPI	hK5 inh	p47phox inh	KCC2 mod	Thrombin inh	Furin inh	eIF4E-4G inh
O=C(NC1CCN(C(=O)c2cccs2)CC1)c1ccccc1	2.6	-3.1	-4.5	9.8	-7.6	-0.521	-4.0	-25.0	0.3
CCCC(CCC)=NNC(=O)c1ccccc1F	-10.3	-4.4	-11.9	6.1	-7.6	0.517	-2.2	-21.0	1.9
CN1CCN(c2ccc(NC(=O)c3ccc(-c4ccc(Br)cc4)o3)cc2)CC1	-2.8	24.8	13.9	15.8	14.3	-4.65	17.0	3.1	12.3
C/C(=N\O)C(=O)NCCN1CCCCC1	-14.0	0.3	1.6	-22.8	-2.0	0.431	-1.4	-8.4	-3.4
CC1Cc2ccccc2N1C(=O)COc1nc2ccccc2nc1N1CCOCC1 (stereo unspecified)	-8.3	·	20.1	-8.3	-30.5	-0.281	-0.8	-18.3	-24.0
CSc1nncn1/N=C/c1ccc2c(c1)OCO2	-7.2	3.1	1.8[fluorescence artefact?]	3.9	-15.4	-0.556	1.9	-7.0[20 µM]	-2.5[fluorescence artefact?]
COc1ccc2[nH]c(=O)c(CN(Cc3ccc4c(c3)OCO4)C(C)=O)cc2c1	-15.0	10.2	1.0	-13.8	-7.8	-0.487	-0.3	-37.5	5.2
CC12CC(NC(=O)N1c1cccc(C(=O)Nc3ncn[nH]3)c1)c1ccccc1O2 (stereo unspecified)	-12.8	-5.8	-8.1	-0.1	-13.3	·	1.0	-11.9[20 µM]	5.6
CCCN(C(=O)CCl)C1=CCCCC1	0.2	·	-5.5	-0.7	0.8	·	1.0	-32.9	0.3
O=C(CCn1cnc2ccccc2c1=O)Nc1ccc(Cl)c(Cl)c1	-9.5	-5.0	·	-2.5	10.0	0.34	0.7	-12.2[20 µM]	·
CC(C)(C)NC(=O)C(c1ccc(F)cc1)N(Cc1ccco1)C(=O)c1csnn1 (stereo unspecified)	-11.6	1.1	-14.0[fluorescence artefact?]	-21.9	-9.5	0.733	4.9	-14.1	1.0[fluorescence artefact?]
COc1cccc(CN(C)CC(=O)Nc2cc3oc4ccccc4c3cc2OC)c1	-12.3	·	-0.4	-20.8	-19.2	0.674	-0.2	-3.9	5.7
CC(C)Cn1c(N)c(C(=O)COC(=O)c2ccccc2Cl)c(=O)n(C)c1=O	10.2	3.6	0.4	-6.3	-0.2	1.32	-22.3	-14.4	-2.2
Cc1cc(C)cc(N(C(=O)Cc2cccs2)C(C(=O)NC2CCCCC2)c2ccccn2)c1 (stereo unspecified)	-4.1	-6.5	-0.3	-3.3	-7.4	0.455	1.4	10.3[20 µM]	-4.3
Cc1cc(C(=O)NN)n[nH]1	-15.7	4.5	2.0	1.0	-16.9	0.0371	-0.3	-26.1	0.4
O=[N+]([O-])c1ccccc1/C=C/C=N/n1c(-c2ccccc2F)n[nH]c1=S	7.5	5.3	1.1	-0.9	-7.1	2.74	-3.4	-13.3	2.3
Cc1cc(C)n(-c2cc(N3CCN(S(=O)(=O)c4ccc(C)c(C)c4)CC3)ccc2[N+](=O)[O-])n1	9.2	5.5	-2.6	-8.5	3.3	·	1.1	-12.3[20 µM]	-3.9
COC(=O)COc1ccc2c(=O)c(-c3ccccc3OC)coc2c1	-17.7	32.5	-9.8	-5.8	0.8	-0.478	6.2	-30.2	1.6
Cc1ccccc1S(=O)(=O)Cc1ccc(C(=O)NCCN2CCN(Cc3ccccc3)CC2)o1	-19.0	2.0	2.2	-2.2	-3.2	-0.0105	6.1	-13.9	5.3
Clc1ccc(-c2nc(NCCCN3CCOCC3)c3ccccc3n2)cc1	-12.0	·	0.0	2.3	-25.0	0.0132	-9.7	-21.1	4.8
Cc1ccc(C(=O)NCc2ccccn2)cc1Cl	-16.6	-1.7	-17.0	5.3	-10.8	0.531	-3.1	-32.1	1.2
COc1ccc(C2CC(c3ccccc3)=NN2C(=O)c2ccc(Cl)c([N+](=O)[O-])c2)cc1 (stereo unspecified)	-4.9	-7.1	-2.2	-17.4	-10.7	0.283	-8.0	-16.0	15.0
COc1ccc(C2NCCO2)cc1OC (stereo unspecified)	-30.3	-4.8	-2.9[fluorescence artefact?]	1.5	-11.2	·	-2.8	-24.5	-11.3[fluorescence artefact?]
CCC(C)[C@H]1CNC(=S)N1CCc1cccc2ccccc12 (stereo partly specified)	0.6	-1.6	-6.6	-3.9	-9.1	-0.168	-5.5	-21.9	-4.3
O=C(N/N=C/c1ccc2c(c1)OCO2)c1cc2ccccc2o1	-1.8	2.0	5.5	1.2	-14.1	0.0203	-1.7	-18.2	0.1
O=[N+]([O-])c1ccc(N2CCOCC2)cn1	-11.8	0.6	0.2	-1.5	-2.1	-0.244	-15.6	-18.8	3.7
Cc1ccc2[nH]c(C)c(CCNC(=O)c3cc4cc([N+](=O)[O-])ccc4oc3=O)c2c1	-0.8	·	-8.2[fluorescence artefact?]	-13.0	-5.8	-0.72	0.5	-17.8	4.2[fluorescence artefact?]
Cn1nnnc1SCc1cc(=O)[nH]c2ccccc12	-9.4	1.4	8.3	-13.5	-7.1	·	0.7	7.3	6.8
COc1cc(CNc2ccc3c(c2)OCCO3)ccc1OCC(N)=O	9.5	24.9	-15.1	-4.2	-1.0	0.00168	13.0	-19.8	9.9
O=c1c2ccccc2c(-c2ccc(F)cc2)nn1-c1ccc(C(F)(F)F)cc1	-6.6	-16.5	-0.3	-1.6	-3.2	·	-1.8	-5.9	8.0
CC(C)(C#N)Nn1cnnc1	-18.3	-5.2	-6.2	-9.1	-15.2	-0.264	2.7	-18.9[20 µM]	4.4
Cc1ccc(-n2c(C)cc(/C=N/NC(=O)CC3(C)OCCO3)c2C)c(C)c1	-1.1	4.2	-12.4	0.4	-9.2	0.777	1.5	-18.5[20 µM]	-4.6
COCCNC(=O)CSc1nc2c(n1-c1ccccc1)CCCC2	-11.2	-1.8	-5.1	-16.9	-5.7	-0.148	2.4	-29.8	5.2
O=C(CN1C(=O)c2ccccc2C1=O)OCCOCCN=C1NS(=O)(=O)c2ccccc21	-4.9	2.4	-16.8	2.0	-4.8	-0.574	-0.6	-14.8	-0.5
CCOC(=O)CC(N)c1ccc(OC)cc1 (stereo unspecified)	-12.5	-10.5	-3.7	35.9	3.0	0.313	6.7	-22.2[20 µM]	1.7[fluorescence artefact?]
COc1cccc(OCCn2cc(/C=N/NC(=O)c3ccncc3)c3ccccc32)c1	1.8	-4.8	11.9	1.9	-30.8	-0.685	-3.0	-6.1	4.2
Cc1cccc(NCc2nc3ccccc3n2Cc2ccccc2)c1	-3.1	-6.4	-6.6	4.9	-7.4	·	0.0	-18.2[20 µM]	-19.7
CC(=O)Nc1ccc(Sc2ncccc2C(=O)Nc2ccc(OC(F)(F)F)cc2)cn1	-24.0	-2.8	3.1	-19.9	-22.1	·	2.2	-3.8[20 µM]	8.6
CC(=O)N1CCC(N(CCN2CCOCC2)C(=S)Nc2cccc(C)c2)CC1	2.0	24.8	14.0	-3.8	-11.2	0.81	0.7	-13.6	-2.5
Cc1ccc(NC(=S)c2nc3ccccc3[nH]2)cc1	-4.8	-0.7	3.0	-22.4	-4.6	32.6*	1.6	-14.0	-2.7
CCOc1cccc(CNc2ccc(O)cc2)c1OCc1ccc(Cl)cc1Cl	-5.1	·	-11.6[fluorescence artefact?]	0.9	-12.9	-0.884	1.1	-1.3[20 µM]	0.2[fluorescence artefact?]
COC(=O)c1cc2c(ccn2-c2ccc(F)cc2)n1C(C)C	-3.0	-3.0	-5.2[fluorescence artefact?]	-1.8	-6.0	0.156	3.1	-11.0[20 µM]	-2.1
CN(Cc1ccccc1)C(=O)c1nc2ccccn2c1CN1CCCC1c1nccs1 (stereo unspecified)	1.0	-2.5	-11.8	·	2.1	-0.96	-5.4	-15.0	3.4
O=c1[nH]c2cc(Cl)c([N+](=O)[O-])nc2[nH]1	4.7	1.8	-8.2[fluorescence artefact?]	-9.4	-1.6	1.49	8.2	-6.0	-0.2[fluorescence artefact?]
O=C1CC(C(=O)Nc2ccc(Cl)c(Cl)c2)S/C(=N\N=C\c2ccco2)N1 (stereo unspecified)	-3.4	8.4	0.3	3.3	-11.7	-0.616	1.3	-18.8	-4.6
Cc1ccc(N2CN(Cc3cccnc3)CNC2=S)c(C)c1	-22.2	2.0	-6.0	-13.6	-9.4	-0.479	-7.9	-19.3	20.7
O=Cc1cccn1-c1ncc(Br)cn1	3.7	-44.3	-5.7	-0.8	-5.4	0.559	-7.8	-15.6	0.8
CCn1cc(C(=O)N2CCCC2)c(=O)c2cc(S(=O)(=O)N(C)C)ccc21	-7.3	-2.4	3.3	-9.6	-11.0	-2.44	0.2	-11.0	1.9
CCn1c(=O)c(C(=O)CN2CCOCC2)c(N)n(Cc2ccccc2)c1=O	-17.2	-6.4	-5.1[fluorescence artefact?]	-11.9	-22.8	0.922	-1.6	-27.2	-4.5[fluorescence artefact?]
CCOC(=O)c1[nH]c(C)c(CCC(=O)OC)c1C	-8.0	-32.0	-13.6	-5.1	-10.0	·	-2.4	-13.6[20 µM]	-4.8[fluorescence artefact?]
O=C(CN(c1cccc(C(F)(F)F)c1)S(=O)(=O)c1ccc(Cl)c([N+](=O)[O-])c1)NCc1ccccc1	-35.0	-2.1	-19.0	-23.6	-5.1	0.548	-9.9	-3.6	-1.6
CCOc1ccccc1NC(=O)Cn1c(=O)n(-c2ccc(OC)cc2OC)c(=O)c2c(C)c(C(=O)N(CC)CC)sc21	-0.2	10.9	-18.0	0.1	-3.1	0.844	-8.7	-29.1	-0.9
